From PubChem BioAssay
Tb PGK inh = inhibitors of T. brucei phosphoglycerate kinase | PGK/GAPDH coupled, Kinase-Glo luminescence, 60 min | 0.043% of 380,000 active | P07378 | AID 602233 | Potency, µM (highest dose often 57.5 µM), for inactives: top-dose activity change, negative = inhibition, hits mostly inhibitors; note: potency is the fitted concentration of half-maximal effect; % is set by controls: 0 for no effect and ±100 for the full control effect; nearly all actives have a fitted effect of over 60% in size
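Recombinant glycosomal PGK reaction used 1,3-bisphosphoglycerate generated in-well by GAPDH (100nM final) in 100mM TEA pH 7.6, 5mM MgCl2, 0.01% Tween-20. After 60 minutes at room temperature, ATP was read by Kinase-Glo Plus luminescence end-point.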
GLS inhibitor = glutaminase GLS (human) inhibition | GLS enzymatic activity, qHTS titration | Potency, µM (series often up to 45.5 µM), inactives show at the top dose activity change, negative = inhibition, usual class: inhibitors | O94925 | 0.21% of 410,000 active | AID 624170; note: potency is the fitted concentration of half-maximal effect; % is set by controls: 0 for no effect and ±100 for the full control effect
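Read-out is an Amplex red fluorescence increase coupled through glutamate oxidase and HRP, measured before and after 30 min room-temperature incubation. hKGA is in 45 mM KH2PO4 (pH 8.2) with 0.02% Tween-20; glutamine added as 1mM solution.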
USP1 inh = inhibitors of human USP1/UAF1 deubiquitinase | recombinant USP1/UAF1, Ub-Rhodamine cleavage fluorescence | Potency, µM (series often up to 57.1 µM), for the others: top-dose activity change, negative = inhibition, usual class: inhibitors | 0.23% of 390,000 active; note: potency is the fitted concentration of half-maximal effect; % is set by controls: 0 for no effect and ±100 for the full control effect; nearly all actives have a fitted effect of over 60% in size; inactives centre near -12
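Step one: compound is pinned into 1nM USP1/UAF1 in HEPES pH 7.8 buffer with TCEP. Step two: 15 min room-temperature incubation. Step three: Ub-Rho (150nM final) starts cleavage, tracked by fluorescence over six one-minute reads.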
TrxR1 substrate = is turned over as a substrate by rat TrxR1; O89049; purified TrxR1 substrate turnover, NADPH consumption readout; Potency, µM (highest dose often 114 µM), inactives show at the highest dose activity change, negative = substrate turnover; 0.01% of 390,000 active; AID 588456; note: potency is the fitted concentration of half-maximal effect; % is set by controls: 0 for no effect and ±100 for the full control effect; nearly all actives have a fitted effect of over 50% in size
Target sequence (O89049 whole entry, looked up): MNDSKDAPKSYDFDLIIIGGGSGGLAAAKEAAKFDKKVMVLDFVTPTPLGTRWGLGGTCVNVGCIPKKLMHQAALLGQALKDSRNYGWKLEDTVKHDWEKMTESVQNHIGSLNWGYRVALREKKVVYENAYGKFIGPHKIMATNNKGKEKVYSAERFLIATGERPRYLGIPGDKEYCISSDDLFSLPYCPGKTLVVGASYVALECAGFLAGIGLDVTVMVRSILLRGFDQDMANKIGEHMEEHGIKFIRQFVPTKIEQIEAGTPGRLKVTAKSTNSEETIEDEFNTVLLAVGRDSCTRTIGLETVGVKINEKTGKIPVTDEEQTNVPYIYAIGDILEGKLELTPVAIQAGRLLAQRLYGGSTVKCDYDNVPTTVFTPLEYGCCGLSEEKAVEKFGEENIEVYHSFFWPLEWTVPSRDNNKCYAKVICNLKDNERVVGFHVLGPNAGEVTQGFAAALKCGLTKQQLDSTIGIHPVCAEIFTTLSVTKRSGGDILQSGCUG
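Rat TrxR1, dispensed at 90 nM, was prereduced with 400 uM NADPH (final) for 5 min at ~22 deg C, then incubated with compound 15 min before 400 uM selenite. A first-read NADPH fluorescence drop versus no-compound background flagged substrates.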
mIDH1 inhibitor = blocks human mutant IDH1 R132H enzyme; O75874; 0.093% of 390,000 active; Potency, µM (series often up to 76.6 µM), for the others: at the top dose activity change, negative = inhibition, hits mostly inhibitors; IDH1-R132H enzyme, NADPH consumption, diaphorase/resazurin fluorescence; note: potency is the fitted concentration of half-maximal effect; % is set by controls: 0 for no effect and ±100 for the full control effect; nearly all actives have a fitted effect of over 65% in size
Target sequence (O75874 whole entry R132H, stated change not applied): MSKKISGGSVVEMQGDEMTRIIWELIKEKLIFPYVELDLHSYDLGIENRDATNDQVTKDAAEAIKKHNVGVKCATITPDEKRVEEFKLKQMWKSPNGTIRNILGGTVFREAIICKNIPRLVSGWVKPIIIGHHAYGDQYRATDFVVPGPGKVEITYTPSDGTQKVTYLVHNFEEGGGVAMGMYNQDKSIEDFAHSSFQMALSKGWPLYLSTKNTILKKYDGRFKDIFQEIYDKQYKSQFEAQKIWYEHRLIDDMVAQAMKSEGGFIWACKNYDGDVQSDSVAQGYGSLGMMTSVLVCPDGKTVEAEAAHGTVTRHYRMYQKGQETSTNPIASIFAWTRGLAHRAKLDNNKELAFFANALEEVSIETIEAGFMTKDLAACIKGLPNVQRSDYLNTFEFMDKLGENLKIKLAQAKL
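IDH1-R132H (0.5 ug/mL dispensed) in pH 7.5 Tris buffer was preincubated 30 min with compound, then given a substrate mix of 0.016 mM NADPH and 2 mM alpha-KG for 80 min at room temperature; remaining NADPH was read by diaphorase/resazurin fluorescence.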
PI4K2A inh = inhibitors of human PI4K2A; purified PI4K2A, ADP-Glo luminescence, 1 h; stronger effect = lower value; activity change, negative = inhibition, % at 76.9 µM; 0.13% of 420,000 active; AID 1346378; in the data active = activity change below about -50%; inconclusive = mostly about -30% to -49%;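 note: -100% = wells without enzyme as full effect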
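Compounds are screened against recombinant PI4K2A using PI as substrate and ATP, the latter dispensed at 300 microM. Reactions run one hour at ambient temperature before ADP-Glo detection; full inhibition defined by wells lacking enzyme.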
Pin1 inh = blocks the human prolyl isomerase Pin1 | Q13526 | Pin1 FP peptide displacement, HiFluor488, 10 min | Potency, µM (highest dose often 115 µM), for inactives: at the highest dose activity, negative = inhibition, hits mostly inhibitors | 0.009% of 390,000 active; active = well fitted inhibition curve with a large enough effect in the polarisation, with a control signal flat, not every such curve was filed as active; inconclusive = small, poorly fitted or top-dose-only effect, or effect the other way, or a change in a side signal; inactive = no such curve, though single readings can be large or run the other way; the % refers to the polarisation; note: potency is the fitted concentration of half-maximal effect; % is set by controls: 0 for no effect and ±100 for the full control effect
Target sequence (Q13526 whole entry, looked up): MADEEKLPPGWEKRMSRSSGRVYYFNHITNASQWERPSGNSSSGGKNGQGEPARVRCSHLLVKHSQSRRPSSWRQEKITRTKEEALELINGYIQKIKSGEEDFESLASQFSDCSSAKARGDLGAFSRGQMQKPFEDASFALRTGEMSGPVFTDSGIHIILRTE
HP1b chromo inh = blocks HP1-beta chromodomain binding to methylated histone tails | Potency, µM (doses to about 114 µM), inactives show at the top dose activity change, negative = inhibition, most hits filed as inhibitors | AlphaScreen HP1-beta / biotin-H3K9me3 peptide binding | 0.56% of 390,000 active | P83916; note: potency is the fitted concentration of half-maximal effect; nearly all actives have a fitted effect of over 70% in size; inactives centre near 23
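Compound inhibition of the preformed complex between 50 nM HP1-beta and 50 nM biotinylated H3K9me3 peptide was read by AlphaScreen. Buffer was PBS pH 7.4 with 0.01% Tween-20. Incubations ran 30 min at room temperature, with 10 ug/mL donor/acceptor beads.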
TrxR1 inh = rat TrxR1 inhibition; O89049; recombinant rTrxR1, NADPH fluorescence consumption, selenite substrate; Potency, µM (top dose mostly 114 µM), inactives show top-dose activity change, negative = inhibition, actives largely listed as inhibitors; 1% of 390,000 active; AID 588453; note: potency is the fitted concentration of half-maximal effect; % is set by controls: 0 for no effect and ±100 for the full control effect; nearly all actives have a fitted effect of over 65% in size
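Rat TrxR1 (90 nM in the dispensed reagent) was pre-reduced with 400 uM NADPH for 5 min at room temperature, then incubated with compound for 15 min. After 400 uM selenite was added, NADPH fluorescence (Ex 340/Em 450 nm) was followed for 8 min.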
An asterisk follows results filed as active; i = inactive; ? = inconclusive; . = no result given; & = joins results of further samples; [ ] = remark or other dose. Unless noted, calls come from the whole dose curve; as a rule, active = well fitted curve in the direction sought with a large enough effect; inconclusive = small, poorly fitted or top-dose-only effect, or another doubt; inactive = no such curve, though single readings can be large; an effect the other way counts as inactive or inconclusive. This is a subset, so the mix of outcomes need not match the whole.

SMILES	Tb PGK inh	GLS inhibitor	USP1 inh	TrxR1 substrate	mIDH1 inhibitor	PI4K2A inh	Pin1 inh	HP1b chromo inh	TrxR1 inh
COc1ccc(NC(=O)c2cc3n(n2)C(C(F)(F)F)CC(c2ccc(OC)cc2)N3)cc1 (centres undefined)	-2%	-5%	-2%	-2%	2%	2	-1%	-5%	4%
O=C(NCc1ccccc1)C(=O)NCC(c1ccc2c(c1)OCO2)N1CCOCC1 (centres undefined)	5%	0%	-23%	-4%[57.1 µM]	0%	1	-4%	17%[57 µM]	22%[57.1 µM]
CCC1(c2ccc(OC)cc2)NC(=O)N(CC(=O)c2ccc3c(c2)OCCO3)C1=O (centres undefined)	10%	5%	-8%	-2%	0%	-1	1%	16%	6%
O=C(NNC(=O)c1ccco1)c1ccc(NS(=O)(=O)c2cccs2)cc1	-13%	13%	0%	-5%	8%	0	-6%	-6%	2%
O=C(COc1ccc(F)cc1Br)N1CCc2ccccc21	-14%	7%	-14%	-6%	4%	1	-1%	35%[activator]	-13%
CN1NC(=O)CC1c1ccccc1 (centres undefined)	i	16%	2%	0%	3%	2	3%	?	4%
CSc1nc2ccc3nc(NC(=O)c4cccs4)sc3c2s1	3%	7%	-13%	21%	7%	-1	?	71%[activator]	7%
O=C(COC(=O)c1ccc(O)cc1O)NC(=O)NCc1ccccc1	-18%	6%	-25%	7%	-1%	-4	-3%	12%	27%
COc1cccc2c1cc1c(=O)n(CC(=O)N3CCCCC3)nc(C)n12	-3%	-8%	12%	51%[activator]	-12%	2	-14%	22%	-6%
Cc1ccc(O)c(/C=N/NC(=O)Cc2ccc(Cl)cc2)c1	-18%	11%	-10%	19%[2.29 µM]	10%	2	10%	57%[activator]	22%
O=C(c1cc(C2CC2)nn1-c1ccccc1)N1CCN(Cc2ccc(Cl)cc2)CC1	5%	1%	-9%	-9%	6%	2	0%	14%	-33%
CCCCC(CC(O)COCCC)C(=O)NN (centres undefined)	i	-6%	4%	-3%[57.1 µM]	10%	1	-7%	35%[activator]	10%[57.1 µM]
O=C(Nc1nnc(C2CCCO2)s1)c1cccs1 (centres undefined)	6%	-4%	-11%	-7%	2%	-4	-16%	41%[activator]	-5%
O=C(Nc1ccccc1)c1cccc(S(=O)(=O)NCc2ccco2)c1	-2%	6%	-6%	-6%	3%	-2	3%	3%	-17%
CCNC(=O)CC1C(=O)N(c2cccc(OC)c2)C(=O)N1CCOC (centres undefined)	i	2%	-6%	-7%[57.1 µM]	6%	3	1%	19%	4%[57.1 µM]
COc1ccccc1CNC(=O)c1ccc2c(=O)n(CC3CCCO3)c(=S)[nH]c2c1 (centres undefined)	3%	3%	-26%	-3%	-1%	-4	?	28%	0%
CCOc1ncccc1C(=O)N(CCC(C)C)c1c(N)n(Cc2ccccc2)c(=O)[nH]c1=O	-4%	-20%	-4%	8%	-9%	-6	2%	19%	30%
COc1ccccc1NS(=O)(=O)c1cccc(NC(=O)Nc2ccccc2)c1	-1%	13%	-3%	-15%	-6%	8	1%	4%	-16%
CCC(C)[C@H](NC(=O)N1CCn2c1nc1ccccc12)C(=O)NCCc1ccccc1 (some centres undefined)	-6%	-9%	-23%	-3%	6%	-19	-1%	40%[activator]	17%
CCCc1nc2ccccc2c(C(=O)OC2CCOC2=O)c1CC (centres undefined)	-3%	-2%	0%	-1%	0%	-2	-8%	11%	7%
COc1cccc(CNC(=O)C2CCN(c3ncnc4c3nc3n4CCCCC3)CC2)c1	-11%	-15%&2%	-1%&-12%	-6%&-7%	-6%&-19%	12&-10	8%&1%	-1%[57 µM]	-2%&0%
CCN1CCN(c2ncc3c(n2)CCN(Cc2cccc(F)c2F)C3)CC1	10%	9%	-37%	7%[57.1 µM]	-10%	-2	0%	4%	6%[57.1 µM]
COc1ccc(NC(=O)CCCN2C(=O)C(c3ccccc3)Oc3cccnc32)cc1 (centres undefined)	-6%	4%	-25%	4%	9%	-3	-7%	33%[activator]	6%
CCOc1ccc(CCN2C(=O)C(=O)N([C@@H](CC(C)C)CN3CCC[C@@H]3CN3C(=O)C(=O)NC[C@@H]3Cc3ccccc3)C[C@@H]2Cc2ccc(O)cc2)cc1	-3%	15%	-19%	-3%	?	-1	-1%	15%	13%
COCCNC(=O)/C(C#N)=C/c1ccc2c(c1)OCO2	i	-8%	-19%	-1%[57.1 µM]	7%	2	-2%	25%	5%[57.1 µM]

Just TrxR1 substrate, for 2 of the compounds above:
Compound | TrxR1 substrate
O=C(COc1ccc(F)cc1Br)N1CCc2ccccc21 | -6%
COc1ccc(NC(=O)c2cc3n(n2)C(C(F)(F)F)CC(c2ccc(OC)cc2)N3)cc1 (centres undefined) | -2%

One compound at a time, as listed above. Order of values: Tb PGK inh, GLS inhibitor, USP1 inh, TrxR1 substrate, mIDH1 inhibitor, PI4K2A inh, Pin1 inh, HP1b chromo inh, TrxR1 inh
Cc1ccc(O)c(/C=N/NC(=O)Cc2ccc(Cl)cc2)c1 across the screens: -18%, 11%, -10%, 19%[2.29 µM], 10%, 2, 10%, 57%[activator], 22%
O=C(COC(=O)c1ccc(O)cc1O)NC(=O)NCc1ccccc1 across the screens: -18%, 6%, -25%, 7%, -1%, -4, -3%, 12%, 27%

(cont.)
SMILES	Tb PGK inh	GLS inhibitor	USP1 inh	TrxR1 substrate	mIDH1 inhibitor	PI4K2A inh	Pin1 inh	HP1b chromo inh	TrxR1 inh
CCN=C1SC(C(=O)Nc2ccc(OCC)cc2)CC(=O)N1CC (centres undefined)	-4%	-14%	-14%	-4%[57.1 µM]	15%	-2	1%	61%[activator]	1%[57.1 µM]
Cc1nc(C)c(C(=O)C2=C(O)C(=O)N(CCN3CCOCC3)C2c2cccs2)s1 (centres undefined)	-11%	-2%	-7%	3%[57.1 µM]	5%	-1	-5%	35%[activator]	-13%[57.1 µM]
CC/C(O)=C1\C(=O)CC(c2ccccc2)CC1=NC(C)C (centres undefined)	i	-6%	-19%	-6%	1%	0	7%	25%	-10%
C[C@H](CO)N1C[C@H](C)[C@@H](CN(C)S(=O)(=O)c2cn(C)cn2)Oc2c(NC(=O)Nc3ccc4c(c3)OCO4)cccc2C1=O	-2%	8%	-18%	-1%	-7%	0	-3%	40%[activator]	-3%
COc1cc(NC(=O)c2ccccc2)ccc1NC(=O)Cc1ccccc1	-3%	3%	-12%	-5%	2%	-3	-7%	19%	3%
N#CC1=C(N)SC(N)=C(C#N)C1c1cccc(Oc2ccccc2)c1	.	?	-3%	-4%[57.1 µM]	15%	9	?	3%	-44%[57.1 µM]
O=C(/C=C/NNC(=O)c1ccc(Br)cc1)c1ccccc1	-3%	15%	-8%	10%[57.1 µM]	8%	1	25%	15%	-12%[57.1 µM]
CCOC(=O)c1c(NC(=O)Cc2cccs2)sc2c1CCCC2	i	1%	-23%	6%	8%	-3	20%	65%[activator]	-1%
COc1ccc(C(=O)NCC(=O)NCc2ccncc2)cc1	-14%	6%	-19%	8%	2%	0	-3%	16%	17%
CN(CC(=O)Nc1c(Cl)cccc1Cl)C(=O)c1cc(S(=O)(=O)N(C)C)ccc1N1CCCC1	i	-12%	-22%	-8%	3%	0	-1%	39%[activator]	-3%
O=C1CCC2(CC1)NC(=O)N(c1ccccc1)N2	-7%	?	-6%	3%[57.1 µM]	3%	-4	6%	37%	20%[57.1 µM]
COc1ccc(CNC(=O)C(c2cccc(C)c2)N(C(=O)c2csnn2)C2CC2)cc1 (centres undefined)	i	-6%	-20%	3%[57.1 µM]	2%	5	-2%	13%	18%[57.1 µM]
CCN(CC)C(=O)C1=C(C)N(Cc2ccc(OC)cc2)C(=O)C(CC(=O)NCc2ccco2)C1 (centres undefined)	8%	-2%	7%	.	-5%	-5	.	.	.
COCC(=O)N1CCC(Oc2ccc(C(=O)NCc3cnc(C)cn3)cc2)CC1	-1%	-10%	-14%	5%[57.1 µM]	-1%	1	-1%	25%	26%[57.1 µM]
CCOc1ccccc1C(=O)NCCCN1CCN(CCCNC(=O)c2ccccc2OCC)CC1	-3%	.	-8%	-2%	-6%	1	6%	15%	0%
O=S(=O)(c1ccc(Oc2ccc(S(=O)(=O)N3CCOCC3)cc2)cc1)N1CCOCC1	-6%	7%	5%	3%[57.1 µM]	8%	-1	-3%	8%	-3%[57.1 µM]
Cc1cccc(NC(=S)NNC(=S)NCc2ccccc2)c1	-3%	34%[activator]	-13%	3%[57.1 µM]	4%	1	-1%	-25%	-26%[57.1 µM]
COc1ccccc1N1CCN(c2ncccc2-c2nc(-c3ccc(Cl)cc3)no2)CC1	-10%	-8%	-30%	1%	-1%	2	14%	11%	19%
CN(C)CCCNC(=O)C(=O)NCC1OCCN1S(=O)(=O)c1cc(F)ccc1F (centres undefined)	-3%	-1%	-2%	0%	1%	3	0%	41%[activator]	-5%
COCCCNC(=O)C1CCCN(S(=O)(=O)c2ccc(C)cc2)C1 (centres undefined)	.	-12%	-11%	6%	5%	1	-3%	26%	21%
Cc1ccc(C(=O)N/C(=C\c2sccc2C)C(=O)NCCCN2CCOCC2)cc1	-6%	-7%	4%	-4%	2%	0	-3%	4%	9%
COC(=O)c1sc(S(=O)(=O)Nc2ccc(C)c(C)c2)c(C(=O)OC)c1C	2%	15%	1%	-12%	-5%	-4	?	29%	1%
